V1R ag counter: counter-screen for oxytocin receptor agonists: human V1a receptor agonists | P37288 | CHO-V1R cells, Fluo-8 calcium fluorescence, agonist mode; 0% DMSO, 100% 3 nM vasopressin | activation, % at 3 µM | 320,000 tested, 0.25% active | AID 2797;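 active = activation above the mean activation of all tested compounds plus 3 SD, per screening run, cut at about 20% in these data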;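 note: signal is peak over basal fluorescence ratio across a 100 second FLIPR read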
PHOSPHO1 block: blocks human PHOSPHO1 phosphatase activity; Q8TCT1; recombinant PHOSPHO1, absorbance phosphatase assay; inhibition, % at 13.3 µM; 290,000 tested, 1.1% active; AID 1565; in the data active = inhibition above about 60%
GPR7 antagonist: blocks human GPR7 receptor signaling; P48145; GPR7-expressing cells, fluorescence antagonist assay; inhibition, % at 4.4 µM; 290,000 tested, 1.1% active; AID 1861; in the data active = inhibition above about 16%, passing the limit was not always enough;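 note: cells stimulated with the agonist NPW; 0% = agonist with vehicle and 100% = vehicle without agonist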
OXTR ag: human OXTR agonism. P30559. CHO-OTR cells, Fluo-8 calcium fluorescence; normalized: DMSO 0%, oxytocin 100%. activation, % at 3 µM. 320,000 tested, 0.32% active;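 active = activation above the mean of all tested compounds plus 3 SD, cutoff set per screening run, cut at about 20% in these data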;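 note: peak over basal fluorescence ratio from a 100 s FLIPR kinetic read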
Target sequence (P30559 whole entry, looked up): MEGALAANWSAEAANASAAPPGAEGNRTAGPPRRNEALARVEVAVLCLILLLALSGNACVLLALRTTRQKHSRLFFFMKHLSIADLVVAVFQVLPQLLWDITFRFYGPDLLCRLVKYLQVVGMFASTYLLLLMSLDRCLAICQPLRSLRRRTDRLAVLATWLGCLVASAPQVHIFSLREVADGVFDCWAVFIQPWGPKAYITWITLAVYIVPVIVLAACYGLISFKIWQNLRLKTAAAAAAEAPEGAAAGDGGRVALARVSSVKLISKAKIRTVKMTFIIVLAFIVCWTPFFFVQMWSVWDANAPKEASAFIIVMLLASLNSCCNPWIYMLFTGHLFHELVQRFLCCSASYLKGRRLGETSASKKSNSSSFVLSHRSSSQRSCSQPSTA
NALP1 inh: inhibitors of NALP1 inflammasome in yeast; 280,000 tested, 0.61% active; S. cerevisiae NALP1/ASC/caspase-1 growth, X-gal OD620, 72 h; AID 2071; inhibition, % at 10 µM; in the data active = inhibition mostly above about 24%, no sharp cut-off; inactive = mostly below about 32%; note: some compounds called inactive have numbers as strong as hits
MEKK2mut PB1 HTS: signal of MEK5 binding to mutant human MEKK2 PB1 domain; 290,000 tested, 0.35% active; AID 1530; bead flow cytometry, Alexa488-MEK5 binding to MEKK2 mutant; percent response, % at 10 µM; in the data active = percent response above about 24%, passing the limit was not always enough; note: inactives centre near 1; some results filed as inactive read as strong as hits; reference of the scale not given here
MEKK2 WT-MEK5: raises or lowers MEK5 binding to wildtype human MEKK2 PB1 domain; Q9Y2U5; bead flow cytometry, Alexa488-MEK5 binding to MEKK2 WT; actives lie on both sides; binding response (% of control), % at 10 µM; 290,000 tested, 1.1% active; AID 1531; in the data active = binding response below about 67% or above about 130%
GalR3 antagonist: blocks the human galanin receptor 3 | O60755 | HEK293 GalR3-CNG cAMP membrane potential fluorescence; galR3 body fused to GalR1 C-terminus | inhibition, % at 3 µM | 360,000 tested, 0.44% active;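 active = inhibition above the screen-wide average plus 3 SD, cut at about 13% in these data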;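 note: forskolin and galanin both at EC90 stimulate the cells; cAMP rise reported by CNG channel membrane potential dye signal; 0% = forskolin plus galanin with DMSO and 100% = forskolin alone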
MEKK3 PB1 HTS: MEKK3-MEK5 PB1 interaction, increase or decrease. Q99759. bead-based flow cytometry, Alexa488-MEK5 binding to MEKK3; actives lie on both sides; 0 = blocked by unlabeled MEK5, 100 = vehicle. binding response (% of control), % at 10 µM. 290,000 tested, 1.4% active;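 active = binding response more than 3 SD above or below the average of its plate-row segment, actives on both sides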;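 note: Alexa488 bead fluorescence after subtracting the streptavidin-only scavenger bead signal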
Target sequence (Q99759 whole entry, looked up): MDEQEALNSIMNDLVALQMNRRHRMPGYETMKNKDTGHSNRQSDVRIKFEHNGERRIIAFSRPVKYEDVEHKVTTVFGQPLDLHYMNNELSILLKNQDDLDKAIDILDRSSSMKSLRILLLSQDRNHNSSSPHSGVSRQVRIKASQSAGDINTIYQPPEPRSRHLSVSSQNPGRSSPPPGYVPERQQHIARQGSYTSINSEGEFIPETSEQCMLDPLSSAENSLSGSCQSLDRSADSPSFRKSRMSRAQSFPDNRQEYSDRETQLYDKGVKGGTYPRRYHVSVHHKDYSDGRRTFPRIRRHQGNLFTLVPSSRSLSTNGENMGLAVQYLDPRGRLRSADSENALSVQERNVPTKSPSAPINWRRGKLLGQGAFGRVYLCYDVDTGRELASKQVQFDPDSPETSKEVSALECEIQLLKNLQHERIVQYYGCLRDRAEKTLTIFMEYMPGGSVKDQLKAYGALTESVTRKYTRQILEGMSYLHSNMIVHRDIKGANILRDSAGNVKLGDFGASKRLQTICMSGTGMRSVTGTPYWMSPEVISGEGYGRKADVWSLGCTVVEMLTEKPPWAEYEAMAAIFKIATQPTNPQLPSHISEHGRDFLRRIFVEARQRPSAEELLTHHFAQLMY
Numbers without * were called inactive; . = no result given; [ ] = dose if it differs, or a comment.

SMILES	V1R ag counter	PHOSPHO1 block	GPR7 antagonist	OXTR ag	NALP1 inh	MEKK2mut PB1 HTS	MEKK2 WT-MEK5	GalR3 antagonist	MEKK3 PB1 HTS
COc1ccccc1CN1CCN(C(=O)c2ccco2)CC1	0.2	29	-14	-0.6	13	5	101	-9	99
Cc1ccc(NS(=O)(=O)c2cc(C(=O)NCCSC3CCCCC3)ccc2C)cc1	0.2	14	-18	-1.5	30	6	118	-8	105
Oc1ccccc1/C=N/Nc1ncc(Br)cn1	-0.7	-1	-4	-0.6	-21	-3	92	-12	95
CCc1ccccc1NC(=O)C(C)n1nc([N+](=O)[O-])c(Br)c1C (configuration not stated)	3.3	18	-15	5.4	4	0	95	0	96
C[C@H](NC(=O)c1nc[nH]c1C(=O)N[C@@H](Cc1ccccc1)C(=O)OC(C)(C)C)c1ccccc1	1.9	26	-52	-0.3	-6	6	105	-6	111
CCC1=NN2C(=N)/C(=C/c3c(C)nn(-c4ccccc4)c3Cl)C(=O)N=C2S1	-0.8	-11	-9	-1.8	18	-1	94	-5	92
CCOc1ccccc1NC(=O)CSc1nnc(CCC(=O)Nc2ccccc2F)n1C	-0.3	28	-7	-0.8	1	6	103	-3	99
CC(C)C(NC(=O)c1ccco1)C(=O)OCc1cc([N+](=O)[O-])cc2c1OCOC2 (configuration not stated)	0.6	16	-4	1.0	-7	3	105	-4	97
COc1ccc2nc(/C=N/NC(=O)[C@@H]3CCCN3C(=O)OC(C)(C)C)ccc2c1	0.2	56	-8	-2.1	.	-3	98	-4	101
COc1ccc(Cn2nnc3c(C)n[nH]c(=O)c32)cc1	0.0	22	-1	-0.4	-4	2	103	-6	99
O=C(c1cc2ccccc2s1)N1CCOCC1	0.6	10	-1	-1.4	0	-25	78	3	69
CCCCOC(=O)c1ccc(NC(=O)c2cnccn2)cc1	4.2	11	-12	1.6	6	0	95	-4	97
CCOC(=O)CSc1nnc(NC(=O)CCc2ccccc2)s1	-0.7	2	2	-0.2	11	2	100	-10	100
CCCC(=Nc1ccccc1OC)C1=C(O)CC(c2ccccc2)CC1=O (configuration not stated)	-0.7	-18	-7	-0.6	22	1	101	3	100
Cc1c(-c2ccccc2)oc2c(C(=O)N3CCN(c4ccc([N+](=O)[O-])cc4)CC3)cccc2c1=O	0.1	4	-1	-1.0	7	5	104	2	99
O=C(O)COc1ccccc1/C=N/NC(=O)c1cc(-c2ccccc2)nc2ccccc12	0.1	37	-3	2.1	.	1	105	-1	104
O=S1(=O)N=C(N2CCN(Cc3ccc4c(c3)OCO4)CC2)c2ccccc21	1.7	-2	-11	2.0	10	14	124	-3	97
O=C(Oc1cccc(/C=N/NC(=O)c2ccccn2)c1)c1ccc([N+](=O)[O-])cc1	-0.6	10	2	-0.7	2	13	103	-2	103
CCONC(=O)Nc1ccccc1	0.4	-26	9	0.6	22	4	93	-3	96
Cc1cccc(N2C(=O)c3cccc4c(N5CCCCC5)c([N+](=O)[O-])cc(c34)C2=O)c1C	2.5	3	-8	0.7	7	0	101	2	103
O=C(OCC(=O)N1CCOCC1)c1ccc(Cl)nc1	0.2	8	1	-0.5	-1	8	102	-6	102
CN1CCC(NC(=S)Nc2cccc([N+](=O)[O-])c2)CC1	0.3	-1	-8	1.4	1	-4	106	-6	101
CN(Cc1ccccc1)CC(O)COc1ccc(CNCc2ccc(Cl)s2)cc1 (configuration not stated)	4.9	-11	14	8.1	21	1	121	-6	102
CNc1nc2c(c(=O)n(C)c(=O)n2C)n1CCCc1ccccc1	4.7	-11	12	1.9	-3	0	102	-10	103
C=CCN1C2CCCC1CC(NC(=S)Nc1cccc(OC)c1)C2 (configuration not stated)	2.8	29	-16	4.9	8	-2	100	-10	99
CN(c1ccc(C(=O)N2CCCCC2)cc1)S(=O)(=O)c1cccs1	9.1	10	7	6.1	15	5	100	-8	98
CCOC(=O)N/N=C\c1sccc1C	1.1	-12	0	-0.2	2	-1	103	-3	114
COc1cc(C(=O)NCCC2=CCCCC2)cc(OC)c1OC	-0.1	-10	13	-1.2	-4	0	100	-6	99
COc1ccc(C(=O)NC2CC2)cc1OC1CCN(Cc2ccc(F)cc2F)CC1	0.1	36	-8	-1.4	14	6	102	-3	102
O=C(NNC(=O)c1cc(-c2ccccc2)nc2ccccc12)Nc1cccc(Cl)c1	2.4	1	8	-1.0	3	2	95	1	99
CCN(CC)C(=O)CSc1ncnc2c1nnn2-c1ccc(F)cc1	-0.1	18	-7	0.3	7	7	105	-2	105
Cc1cc(C(=O)COC(=O)C(C)NC(N)=O)c(C)n1Cc1ccco1 (configuration not stated)	-0.5	-20	-13	1.1	10	0	105	-6	112
O=C(COc1nc2ccccc2nc1N1CCOCC1)N1CCc2ccccc21	.	-15	5	.	4	0	95	-2	98
CCOC(=O)C1=C(C)NC(=O)NC1/C=C\c1ccccc1 (configuration not stated)	.	24	-14	.	23	1	96	-1	96
CCCOc1ccc(C(=O)Nc2ccc(S(=O)(=O)Nc3onc(C)c3C)cc2)cc1	0.1	-8	-14	-1.0	-12	0	101	-1	104
NS(=O)(=O)c1ccc(NC(=O)COc2cccc3ccccc23)cc1	5.3	-8	5	4.9	15	1	95	-3	101
CCOc1ccccc1Nc1cc(C)c2cccc(C)c2n1	0.1	3	-28	-0.7	22	2	110	-1	109
CCn1ncc(/C=C/C(=O)NCc2cn(C)nc2C)c1C	0.4	22	-6	0.9	5	4	105	-5	101
O=C(COC(=O)c1ccc(S(=O)(=O)N2CCCC2)cc1)Nc1ccc(N2CCOCC2)cc1	2.9	0	-2	3.0	3	-11	75	-6	66
COC(CNC(=O)c1ccc2c(=O)n(Cc3ccc(Cl)cc3)c(=S)[nH]c2c1)OC	.	11	-5	.	10	-6	99	-14	98
CCCCC(=O)Nc1ccc(C(=O)Nc2nnc(COC)s2)cc1	-0.2	10	15	0.0	-2	-3	94	-7	97
COc1ccc(C(=O)/C=C/c2cccs2)c(OC(=O)c2cccc([N+](=O)[O-])c2)c1	0.1	-15	2	-0.5	28	-3	91	-2	97
CCOC(=O)Cn1c(=N)n(CCOc2ccc3ccccc3c2)c2ccccc21	6.0	12	21*	13	24	19	146*	-10	105
CC(C)(C)NC(=O)CSc1nnnn1C(C)(C)C	0.9	10	1	0.8	-3	-3	95	-4	98
CCc1ccc(NC(=O)CSc2nnc(C)c(=O)n2N)cc1	-0.7	33	-4	-0.4	9	3	106	-1	98
CCC(C)Sc1nnc(Cc2cc(=O)[nH]c(=O)[nH]2)n1-c1ccc(F)cc1 (configuration not stated)	0.6	36	-6	1.4	15	6	110	3	103
CCC(=O)NC(c1ccccc1)c1nc2ccccc2[nH]1 (configuration not stated)	0.7	23	11	1.0	25*	1	104	-3	103
Cc1cccc(NCC(O)Cn2cnc3c2c(=O)n(C)c(=O)n3C)c1 (configuration not stated)	4.3	27	-13	6.1	-20	13	108	0	103

Copied from the list:
NALP1 inh, `CCc1ccc(NC(=O)CSc2nnc(C)c(=O)n2N)cc1` : 9
OXTR ag, `Cc1cccc(NCC(O)Cn2cnc3c2c(=O)n(C)c(=O)n3C)c1` (configuration not stated) : 6.1

The list goes on.
SMILES	V1R ag counter	PHOSPHO1 block	GPR7 antagonist	OXTR ag	NALP1 inh	MEKK2mut PB1 HTS	MEKK2 WT-MEK5	GalR3 antagonist	MEKK3 PB1 HTS
Cc1ccc(-c2nnc(N3CCN(S(C)(=O)=O)CC3)c3ccccc23)cc1	0.1	16	17	-1.8	18	3	103	-5	100
CNS(=O)(=O)c1cccc(C(=O)OCC(=O)N2CCc3ccccc3C2)c1	3.4	35	-9	2.9	-3	1	101	-4	99
O=C(Oc1ccc2c3c(c(=O)oc2c1)CCC3)c1ccco1	-0.2	26	-4	-1.4	1	1	102	-8	102
O=C(NC1CC1)C1CCN(C(=O)c2ccccc2Cl)CC1	-0.2	35	-4	0.9	10	7	111	-7	104
Cc1cc(SC(C)C(=O)Nc2ncc(Cl)cc2Cl)nc2ccccc12 (configuration not stated)	-0.5	-11	-14	-1.2	8	-1	94	-2	93
Cc1nc(CS(=O)(=O)c2ccccc2)cc(Sc2ccccc2Cl)n1	1.5	-2	3	1.2	32	1	102	0	99
O=C(Cc1ccccc1)Nc1c(C(=O)N2CCCCCC2)cnn1-c1ccccc1	0.7	8	-4	-0.1	-6	5	120	0	108
Cc1cccc(NC(=O)CN(C)S(=O)(=O)c2cccc3cccnc23)c1	1.7	3	1	0.1	-15	5	116	-1	114
COc1ccc(/C=C2\SC(=O)N(CC(=O)Nc3cccc(C)c3)C2=O)cc1O	2.4	4	8	-0.1	-18	-1	100	-13	103
COc1ccc(CCn2c(N3CCN(C)CC3)nc3c2c(=O)[nH]c(=O)n3C)cc1	-0.6	-5	2	1.0	11	-1	98	-2	101
CCOC(=O)C1=C(CN2CCN(CCC#N)CC2)NC(=O)NC1c1ccc2c(c1)OCO2 (configuration not stated)	1.0	28	-8	1.3	2	-5	97	1	103
CCN(CC)Cc1cc(NC2=NS(=O)(=O)c3ccccc32)ccc1OC(=O)c1ccccc1	0.0	-1	6	1.0	30	4	106	-2	105
C=C(C)C1CC=C(C)/C(=N\NC(=S)Nc2ccc(C)cc2)C1 (configuration not stated)	-0.7	1	-9	-1.7	12	-1	107	-5	109
Cc1c(Cl)cccc1NC(=O)CSc1nncn1-c1cccnc1	-0.5	19	3	-0.1	11	-1	104	-6	101
Cc1ccc(N2CC(C(=O)Nc3ccc(S(=O)(=O)N4CCCC4)cc3)CC2=O)cc1 (configuration not stated)	1.3	22	14	0.0	15	-13	45*[inhibitor]	-2	60*[inhibitor]

Four of these compounds, set out differently.
Cc1ccc(-c2nnc(N3CCN(S(C)(=O)=O)CC3)c3ccccc23)cc1
  V1R ag counter: 0.1 | PHOSPHO1 block: 16 | GPR7 antagonist: 17 | OXTR ag: -1.8 | NALP1 inh: 18 | MEKK2mut PB1 HTS: 3 | MEKK2 WT-MEK5: 103 | GalR3 antagonist: -5 | MEKK3 PB1 HTS: 100
CNS(=O)(=O)c1cccc(C(=O)OCC(=O)N2CCc3ccccc3C2)c1
  V1R ag counter: 3.4 | PHOSPHO1 block: 35 | GPR7 antagonist: -9 | OXTR ag: 2.9 | NALP1 inh: -3 | MEKK2mut PB1 HTS: 1 | MEKK2 WT-MEK5: 101 | GalR3 antagonist: -4 | MEKK3 PB1 HTS: 99
O=C(Oc1ccc2c3c(c(=O)oc2c1)CCC3)c1ccco1
  V1R ag counter: -0.2 | PHOSPHO1 block: 26 | GPR7 antagonist: -4 | OXTR ag: -1.4 | NALP1 inh: 1 | MEKK2mut PB1 HTS: 1 | MEKK2 WT-MEK5: 102 | GalR3 antagonist: -8 | MEKK3 PB1 HTS: 102
O=C(NC1CC1)C1CCN(C(=O)c2ccccc2Cl)CC1
  V1R ag counter: -0.2 | PHOSPHO1 block: 35 | GPR7 antagonist: -4 | OXTR ag: 0.9 | NALP1 inh: 10 | MEKK2mut PB1 HTS: 7 | MEKK2 WT-MEK5: 111 | GalR3 antagonist: -7 | MEKK3 PB1 HTS: 104

Source: PubChem
